Compound activity from PubChem.
IDH1 R132H inh: qHTS for Inhibitors of mutant isocitrate dehydrogenase 1 (IDH1): qHTS. 390,000 tested, 0.093% active. Potency, µM (doses to about 76.6 µM), for inactives: at the top dose activity change, negative = inhibition, actives largely listed as inhibitors. IDH1-R132H enzyme, NADPH consumption, diaphorase/resazurin fluorescence. Isocitrate dehydrogenase [NADP] cytoplasmic (Homo sapiens), O75874; further: potency means the concentration at half of the fitted maximal effect; on the % scale 0 is the no-effect control and ±100 the full control effect; nearly all actives have a fitted effect of over 65% in size
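IDH1-R132H (0.5 ug/mL) preincubated 30 min with compound, then NADPH (0.016 mM) and alpha-KG (2 mM) added; 80 min at RT, pH 7.5. Remaining NADPH coupled via diaphorase/resazurin to fluorescence (540/590 nm); concentration-response curves normalized to no-enzyme control.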
TrxR1 substrate: qHTS Assay for Substrates of Mammalian Selenoprotein Thioredoxin Reductase 1 (TrxR1): qHTS; Thioredoxin reductase 1, cytoplasmic (Rattus norvegicus), O89049; purified TrxR1 substrate turnover, NADPH consumption readout; Potency, µM (series often up to 114 µM), for the others: at the highest dose activity change, negative = substrate turnover; 390,000 tested, 0.01% active; AID 588456, 2011; further: potency means the concentration at half of the fitted maximal effect; on the % scale 0 is the no-effect control and ±100 the full control effect; nearly all actives have a fitted effect of over 50% in size
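Rat TrxR1, dispensed at 90 nM, was prereduced with 400 uM NADPH (final) for 5 min at ~22 deg C, then incubated with compound 15 min before 400 uM selenite. A first-read NADPH fluorescence drop versus no-compound background flagged substrates.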
LDHA block: qHTS assay for inhibitors of human lactate dehydrogenase | L-lactate dehydrogenase A chain (Homo sapiens), P00338 | purified LDHA, NADH/diaphorase-resazurin fluorescence; hits give low values | activity change, % (values are at about 110 or 230 µM) | 480,000 tested, 0.15% active; in the data active means activity change below about -30%; inconclusive means mostly about -25% to -30%;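 further: plate controls were DMSO wells for no effect and wells without enzyme for full effect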
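Remaining NADH was detected by diaphorase (0.133 mg/mL) converting 37 µM resazurin to fluorescent resorufin, read at 0 and 20 minutes. The preceding 5-minute room-temperature reaction used 2 nM LDHA, 0.2 mM sodium pyruvate and 0.06 mM NADH at pH 7.4.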
RXFP1 agonist: qHTS Assay for Agonists of the Relaxin Receptor RXFP1; Relaxin receptor 1 (Homo sapiens), Q9HBX9; HEK293T-RXFP1 cAMP TR-FRET, 30 min; response scale: percent of porcine relaxin response, buffer zero; Potency, µM (top dose mostly 57.5 µM), without a hit: top-dose activation, most hits filed as activators; 370,000 tested, 0.3% active; further: potency means the concentration at half of the fitted maximal effect; on the % scale 0 is the no-effect control and ±100 the full control effect; nearly all actives have a fitted effect of over 60% in size; many of its hits are not listed in these tables
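HEK293T cells stably expressing RXFP1 were pretreated with the PDE4 inhibitor Ro 20174, exposed to compounds for 30 min at 37C, lysed, and cAMP was read by TR-FRET. Data normalized to buffer (basal) and 29 nM porcine relaxin (100%).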
GRP78 ERSR act: qHTS for Inducers of the Endoplasmic Reticulum Stress Response (ERSR) in Human Glioma: qHTS; 420,000 tested, 0.02% active; U87-MG GRP78 promoter luciferase reporter, 16 h; Potency, µM, for the others: at the highest dose activation, most hits filed as activators; further: potency means the concentration at half of the fitted maximal effect; series mostly up to about 76 µM; % of control where 0% means no effect; nearly all actives have a fitted effect of over 35% in size
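ERSR induction read as luciferase luminescence (Bright-Glo, 10 min at room temperature) in stably transfected human U87-MG glioma cells exposed to compounds for 16 h, using GRP78 as sensor.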
Vif-APOBEC3F blk: qHTS for Inhibitors of Vif-A3F Interactions: qHTS | HeLa A3F-eYFP + Vif (tagged APOBEC3F with the HIV-1 protein that degrades it), YFP fluorescence increase | Potency, µM (titrated, usually from 46.1 µM), without a hit: at the highest dose activity, negative = active | 390,000 tested, 0.2% active; further: potency means the concentration at half of the fitted maximal effect; % of control where 0% means no effect; nearly all actives have a fitted effect of over 65% in size
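HeLa cells stably expressing Vif plus C-terminally eYFP-tagged A3F were seeded, incubated overnight at 37 deg C, dosed with compound, incubated overnight again at 37 deg C. Yellow fluorescence (Ex 488/Em 500-530) reported blocked Vif-mediated A3F-eYFP degradation.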
PI4K2A block: qHTS for small molecular inhibitors of PI4K2A. 420,000 tested, 0.13% active. purified PI4K2A, ADP-Glo luminescence, 1 h; hits give low values. Phosphatidylinositol 4-kinase type 2-alpha (Homo sapiens), Q9BTU6. AID 1346378, 2018. activity change, negative = inhibition, % at 76.9 µM; in the data active means activity change below about -50%; inconclusive means mostly about -30% to -49%;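 further: -100% = wells without enzyme as full effect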
Target sequence (Q9BTU6 whole entry, looked up): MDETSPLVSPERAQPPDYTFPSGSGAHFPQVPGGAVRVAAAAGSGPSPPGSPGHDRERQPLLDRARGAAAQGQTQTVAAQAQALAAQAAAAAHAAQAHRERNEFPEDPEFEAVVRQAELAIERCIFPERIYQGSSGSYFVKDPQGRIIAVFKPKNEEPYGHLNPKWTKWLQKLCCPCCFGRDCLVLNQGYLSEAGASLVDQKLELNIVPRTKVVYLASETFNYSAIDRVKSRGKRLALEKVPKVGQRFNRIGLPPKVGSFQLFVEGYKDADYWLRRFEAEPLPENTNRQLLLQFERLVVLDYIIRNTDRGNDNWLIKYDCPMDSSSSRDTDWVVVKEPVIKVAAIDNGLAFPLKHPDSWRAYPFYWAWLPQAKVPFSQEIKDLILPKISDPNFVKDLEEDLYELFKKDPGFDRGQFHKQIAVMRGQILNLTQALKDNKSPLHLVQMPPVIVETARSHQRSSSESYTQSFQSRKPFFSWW
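ADP-Glo luminescence measured ADP generated by PI4K2A enzyme (4 ug/mL before mixing) with 1.2 mM PI substrate (pre-mix) and 300 microM ATP (pre-mix). Tris pH7.5 buffer with MgCl2, Triton X-100; 1 h reaction at ambient temperature.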
USP1 inh: Inhibitors of USP1/UAF1: Primary Screen | Ubiquitin carboxyl-terminal hydrolase 1 (Homo sapiens), O94782 | recombinant USP1/UAF1, Ub-Rhodamine cleavage fluorescence | Potency, µM (titrated, usually from 57.1 µM), for the others: at the highest dose activity change, negative = inhibition, most hits filed as inhibitors | 390,000 tested, 0.23% active; further: potency means the concentration at half of the fitted maximal effect; on the % scale 0 is the no-effect control and ±100 the full control effect; nearly all actives have a fitted effect of over 60% in size; inactives centre near -12
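USP1/UAF1 complex at 1 nM was preincubated with compound for 15 min at room temperature, then Ub-Rho substrate (150nM final) was added. Fluorescence (480/540 nm) was read kinetically, 6 reads every 60 seconds.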
Vif-A3G inh: qHTS for Inhibitors of Vif-A3G Interactions: qHTS; Potency, µM (doses to about 46.1 µM), inactives show at the top dose activity, negative = active, hits mostly inhibitors; DNA dC->dU-editing enzyme APOBEC-3G (Homo sapiens), Q9HC16; 410,000 tested, 0.076% active; HeLa A3G-eYFP + Vif (tagged APOBEC3G with the HIV-1 protein that degrades it), YFP fluorescence, overnight; AID 602310, 2012;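 further: potency means the concentration at half of the fitted maximal effect; on the % scale 0 is the no-effect control and ±100 the full control effect; nearly all actives have a fitted effect of over 60% in size; hits raise eYFP signal because A3G escapes Vif-driven loss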
Target sequence (Q9HC16 whole entry, looked up): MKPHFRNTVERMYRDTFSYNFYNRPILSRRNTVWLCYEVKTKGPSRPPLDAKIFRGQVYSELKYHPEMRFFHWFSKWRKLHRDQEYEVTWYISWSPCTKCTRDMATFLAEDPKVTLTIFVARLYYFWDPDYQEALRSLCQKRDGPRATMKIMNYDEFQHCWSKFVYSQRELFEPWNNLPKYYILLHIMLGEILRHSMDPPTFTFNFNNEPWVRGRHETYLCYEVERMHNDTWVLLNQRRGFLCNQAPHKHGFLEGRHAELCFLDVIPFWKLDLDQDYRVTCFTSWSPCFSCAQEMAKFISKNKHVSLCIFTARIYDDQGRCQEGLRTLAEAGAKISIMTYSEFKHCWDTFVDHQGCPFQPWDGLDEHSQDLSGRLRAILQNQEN
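Read-out is eYFP fluorescence (Ex 488/Em 500-530) from Vif-expressing HeLa A3G-eYFP cells; more signal means A3G escaped Vif-mediated degradation. Cells plated overnight, compound pinned in, incubated overnight at 37 deg C.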
Active calls of the source: *; ? = inconclusive; . = no result given; & = joins results of further samples; [ ] = dose if it differs, or a comment. Unless noted, the call rests on the fitted dose curve; in most records, active means well fitted curve in the direction sought with a large enough effect; inconclusive means small, poorly fitted or top-dose-only effect, or another doubt; inactive means no such curve, though single readings can be large; an effect the other way counts as inactive or inconclusive.

mol	IDH1 R132H inh	TrxR1 substrate	LDHA block	RXFP1 agonist	GRP78 ERSR act	Vif-APOBEC3F blk	PI4K2A block	USP1 inh	Vif-A3G inh
CCC(C)C1Nc2ccc(C(=O)NCc3ccc4c(c3)OCO4)cc2NC1=O (configuration not stated)	0%	-8%	-3	-1.9%	-2%	-10%	-1	-18%	1%
NC(=O)C(CC(=O)O)NC(=O)[C@@H]1CCOc2c(I)cc([N+](=O)[O-])cc2C(=O)N[C@@H](CCC(=O)O)C(=O)N[C@@H](CO)C(=O)N1 (some centres not stated)	10%	3%	2	0.7%	1%	5%	-5	-16%	2%
CCOC(=O)c1c(CC(C)C)csc1NC(=O)c1ccccc1C(=O)O	2%	-5%	-1	-1.2%	-2%	-5%	3	-18%	-3%
O=C(c1n[nH]c2ccccc12)N1CCN(S(=O)(=O)c2ccccc2)CC1	-7%	-1%	-3	0.2%	-6%	1%	2	-11%	1%
COc1cc(NC(=O)c2cc3c(Cl)nc4ccccc4c3s2)cc(OC)c1OC	-1%	-7%	-4	0.2%	-1%	3%	1	-10%	2%
COc1ccc(C(=O)N2CCCC(c3ccccc3)C2)cc1 (configuration not stated)	-6%	11%[57.1 µM]	1	3.8%	5%	0%	-12	-4%	0%
CN(Cc1nc2ccccc2n1C)C(=O)c1cccs1	10%	-1%	-7	1.5%	0%	-3%	-1	-5%	2%
CCN(CC)S(=O)(=O)c1ccc2c(c1)nc(CCC(=O)OCC(=O)Nc1cc(OC)cc(OC)c1)n2C	1%	8%[57.1 µM]	-5	-0.5%	-4%	-11%	3	-25%	3%
Cc1ccc2cccc(OCC(=O)Nc3ccc4c(c3)OCO4)c2n1	6%	5%[57.1 µM]	-6	-3.7%	-2%	-6%	0	-14%	-3%
O=C(NC(NC(=S)Nc1ccccc1C(=O)O)C(Cl)(Cl)Cl)c1cccc([N+](=O)[O-])c1 (configuration not stated)	1%	1%[57.1 µM]	1	4.6%	-2%	1%	-2	-10%	-1%
Cc1ccc(Cl)cc1NC(=O)C1CCCN(c2cnccn2)C1 (configuration not stated)	-8%&-6%	-2%&4%	-2&-5	2.5%&1.6%	1%&-3%	-10%&1%	-1&1	-20%&-6%	3%&-2%
Cc1nc2sc(C(=O)OCC(=O)N3c4ccccc4CC3C)c(C)c2c(=O)[nH]1 (configuration not stated)	3%	-4%[57.1 µM]	-1	3.5%	-2%	9%	-9	-11%	2%
CCOC(=O)c1[nH]c(C)c(C(=O)OCC(=O)Nc2sc3c(c2C#N)CCCCC3)c1C	1%	0%[57.1 µM]	-2	-0.2%	-8%	13%	-7	-23%	0%
CCCCN(C(=O)c1cnccn1)c1c(N)n(CCC)c(=O)[nH]c1=O	6%	8%[57.1 µM]	-3	.	-8%	-1%	-4	-15%	-2%
COc1ccc(N2C(=O)CSC23C(=O)N(CC(=O)NCc2ccccc2)c2ccccc23)cc1 (configuration not stated)	-4%	4%	-1	2.1%	-2%	0%	-2	-26%	0%
COc1ccc(S(=O)(=O)NCCC(=O)NC2CCCCC2C)cc1[N+](=O)[O-] (configuration not stated)	-2%	-5%	-4	.	-4%	2%	-7	20%	6%
O=C(CN1CCN(CC(=O)Nc2ccccc2Cl)CC1)NCC1(N2CCCCC2)CCCCC1	-14%	1%	-6	-0.5%	5%	8%	5	-7%	1%
CN1C(=O)CSc2ccc(NC(=O)NCc3ccc(F)cc3)cc21	-4%	-8%	-3	0.4%	-3%	-4%	1	5%	-5%
O=S1(=O)N=C2CCCCCN2C(c2ccc(F)cc2)N1 (configuration not stated)	14%	0%	-6	1.8%	-1%	-1%	-1	-18%	-5%
Cn1c(=O)c2c(O)c(Cc3ccccc3)c(=O)[nH]c2n(C)c1=O	15%	9%[57.1 µM]	0	-0.3%	-3%	-1%	-20	-7%	0%

An excerpt from above in order of their number in LDHA block, falling.
smiles | TrxR1 substrate | LDHA block | GRP78 ERSR act | PI4K2A block | USP1 inh | Vif-A3G inh
NC(=O)C(CC(=O)O)NC(=O)[C@@H]1CCOc2c(I)cc([N+](=O)[O-])cc2C(=O)N[C@@H](CCC(=O)O)C(=O)N[C@@H](CO)C(=O)N1 (some centres not stated) | 3% | 2 | 1% | -5 | -16% | 2%
Cn1c(=O)c2c(O)c(Cc3ccccc3)c(=O)[nH]c2n(C)c1=O | 9%[57.1 µM] | 0 | -3% | -20 | -7% | 0%
Cc1ccc2cccc(OCC(=O)Nc3ccc4c(c3)OCO4)c2n1 | 5%[57.1 µM] | -6 | -2% | 0 | -14% | -3%

(cont.)
mol	IDH1 R132H inh	TrxR1 substrate	LDHA block	RXFP1 agonist	GRP78 ERSR act	Vif-APOBEC3F blk	PI4K2A block	USP1 inh	Vif-A3G inh
O=C(C=Cc1ccccc1)c1c[nH]c2ccccc2c1=O	5%	-6%[2.29 µM]	-2	.	-3%	-4%	-8	-12%	-23%
Cc1ccc(N2CCN(c3ccc([N+](=O)[O-])cn3)CC2)c(C)c1	6%	-6%	-10	6.1%	-2%	-14%	-4	-3%	4%
O=C(Nc1ccc(F)c(Cl)c1)c1cc(C2CCCCN2C(=O)c2ccc(Cl)cc2)on1 (configuration not stated)	.	.	-1	.	-2%	.	-7	.	-3%
COC(=O)c1ccc(Cl)cc1NC(=O)Nc1nnc(N(C)Cc2ccccc2)s1	-16%	-6%	8	0.5%	-2%	3%	0	-1%	-3%
O=C(Nc1nnc(SCc2ccccc2F)s1)c1ccco1	-14%	-6%	-4	0.5%	-1%	-2%	3	2%	2%
Cn1c(=O)c2[nH]c(N/N=C(/C#N)C(N)=O)nc2n(C)c1=O	-1%	3%[57.1 µM]	6	?	-3%	-4%	-3	-12%	2%
COc1ccc(Br)cc1CNCC1CCCO1 (configuration not stated)	0%	0%	0	-1.4%	-4%	-3%	0	-19%	-12%
CCN(CC)C(=O)C1CCN(c2ncnc3c2cnn3-c2ccc(C)cc2C)CC1	5%	11%[57.1 µM]	-8	-1.7%	-4%	2%	3	0%	0%
CCOC(=O)C1CCN(C(=O)C(=O)c2cn(CC(=O)N3CCCCCC3)c3ccccc23)CC1	-17%	-8%	1	11%	-5%	1%	-16	-14%	-6%
N#Cc1cc2ccccc2nc1N	14%	42%[activator][57.1 µM]	-5	-0.4%	4%	-10%	11	1%	2%
CCCCCC(=O)N1CCN(CCN=CC2=C(O)CC(c3cccs3)CC2=O)CC1 (configuration not stated)	1%&3%	8%[57.1 µM]	5&0	0.9%	-4%&-5%	7%&-16%	-2&-1	0%&3%	-6%&-2%
Cc1ccc(C(=O)Nc2cc(S(=O)(=O)N3CCOCC3)ccc2N2CCCC2)cc1	-9%	1%	-2	1.9%	10%	-9%	-1	-24%	-12%
CCOc1ccc(C(=O)N2CCN(S(=O)(=O)c3cccs3)CC2)c(OCC)c1	7%	7%	-2	-0.9%	-4%	1%	-7	-14%	-1%
O=C(NCc1ccccc1)C(c1ccc(F)cc1)N(Cc1ccco1)C(=O)c1ccccn1 (configuration not stated)	4%	4%	-3	-3.5%	-6%	1%	-5	-12%	1%
COC(=O)CSc1ccc2nnc(-c3ccc(OC)c(OC)c3)n2n1	-1%	3%	-4	11%	-3%	3%	-4	?	2%
CCC(=O)N1CCc2cc(Br)cc(S(=O)(=O)CCC(=O)NCCc3ccc(C)cc3)c21	8%	6%[57.1 µM]	-3	2.1%	-1%	0%	-6	-10%	-4%
Cc1ccc(C(=O)N(CC(=O)NC2CCCC2)Cc2cccs2)s1	6%	-4%	-4	0.0%	-4%	-3%	-2	-3%	-4%
CN(C)c1ncnc2c1ncn2C1OC(CO)C(O)C1O (configuration not stated)	5%	13%[57.1 µM]	-13	-0.3%	-5%	-22%	-1	-23%	-28%
CCOc1cc(C(=O)Nc2ccc3c(c2)OCO3)ccc1OCCOc1ccccc1Cl	-2%	-5%	-6	1.7%	-4%	-1%	3	-21%	-1%

Some of the compounds tested, so the mix of outcomes need not match the whole.
